Screening data from PubChem BioAssay.
proKLK7 act: activators of human kallikrein-7 zymogen | P49862 | purified proKLK7, EDANS-DABCYL substrate fluorescence; 100% is mature enzyme control, 0% vehicle | activation, % at 7 µM | 0.9% of 370,000 active;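 active = activation above the mean of all tested compounds plus 3 SD, computed per campaign excluding outliers beyond control limits, cut at about 13% in these data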
Target sequence (P49862 whole entry, looked up): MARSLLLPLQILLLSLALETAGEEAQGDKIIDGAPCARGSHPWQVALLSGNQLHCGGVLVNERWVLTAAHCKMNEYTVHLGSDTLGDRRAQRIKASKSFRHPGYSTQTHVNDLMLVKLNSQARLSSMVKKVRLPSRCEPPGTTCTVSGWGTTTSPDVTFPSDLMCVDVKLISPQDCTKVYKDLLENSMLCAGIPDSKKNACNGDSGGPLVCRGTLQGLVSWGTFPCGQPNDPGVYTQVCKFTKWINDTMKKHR
DAX1 inh-1: blocks DAX1 repression of SF-1 activated StAR promoter; HEK293T StAR-luciferase reporter, SF-1/DAX-1 repression relief; inhibition, % at 6.8 µM; 1.1% of 370,000 active; AID 652010;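 active = inhibition above the mean over all tested compounds plus 3 SD, cut at about 3.6% in these data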;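 also: 0% = DAX-1 cells with DMSO and 100% = cells lacking DAX-1 with DMSO; higher inhibition means more luminescence from relief of DAX-1 repression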
hgDAF12 agonist: activates the H. glycines DAF-12 receptor ligand-binding domain | HEK293 GAL4-hgDAF12 UAS-luciferase reporter, agonist luminescence; normalized to butyrate control | activation, % at 6.8 µM | 1.8% of 370,000 active;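 active = activation above a cutoff set at the mean of all screened compounds plus 3 SD, cut at about 10% in these data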;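 also: 0% = DMSO wells and 100% = sodium butyrate wells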
ssDAF12 agonist: activators of S. stercoralis DAF-12 nuclear receptor. HEK293 ssDAF-12/GRIP1 lit1-tk-luc reporter, luminescence; % of 3 µM dafachronic acid response. activation, % at 6.8 µM. 1% of 370,000 active. AID 652126;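 active = activation above the mean over all tested compounds plus 3 SD, cut at about 0.9% in these data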;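 also: 0% = DMSO-only wells and 100% = 3 µM delta7-dafachronic acid wells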
NPR2 activator: GC-B (human) receptor activation; activation, % at 10 µM; 0.11% of 370,000 active; P20594; AID 1920062; HEK293-GC-B cells, CNP EC30, cGMP TR-FRET; 0% at EC30 CNP, 100% saturating CNP;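 active = activation at 10 µM reaching about 35% in either raw or pattern-adjusted values, limit read from the data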
hcDAF12 agonist: activators of H. contortus DAF-12 nuclear receptor; HEK293 hcDAF-12 lit1-tk-luc reporter, luminescence; 0% DMSO, 100% Δ7-dafachronic acid; activation, % at 6.8 µM; 1.4% of 370,000 active;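 active = activation above the mean of all tested compounds plus 3 SD, cut at about 5.5% in these data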;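 also: 100% = response to 3 µM Δ7-dafachronic acid high control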
FXN GAA850 act: frataxin GAA850 promoter activation; AID 540364; activation, % at 6 µM; HEK293 lucGAA850 FXN promoter luciferase reporter, 24 h; percent of 10 µM SAHA response; 0.56% of 360,000 active;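 active = activation above the average of all compounds screened plus 3 SD, cutoff fixed separately per campaign, cut at about 7.5% in these data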;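 also: 0% = DMSO wells and 100% = 10 µM SAHA wells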
sPLA2-III inh: Inhibits HGIII-sPLA2 liposome hydrolysis, primary screen; QFRET BODIPY PC-A2 liposome hydrolysis, fluorescence; AID 743126; inhibition, % at 12.2 µM; 0.56% of 370,000 active;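 active = inhibition above mean plus 3 SD of compounds lying within the high and low control bounds, cut at about 19% in these data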;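 also: 0% = median of test compound wells and 100% = no enzyme DMSO wells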
Target sequence (Q9NZ20 whole entry, looked up): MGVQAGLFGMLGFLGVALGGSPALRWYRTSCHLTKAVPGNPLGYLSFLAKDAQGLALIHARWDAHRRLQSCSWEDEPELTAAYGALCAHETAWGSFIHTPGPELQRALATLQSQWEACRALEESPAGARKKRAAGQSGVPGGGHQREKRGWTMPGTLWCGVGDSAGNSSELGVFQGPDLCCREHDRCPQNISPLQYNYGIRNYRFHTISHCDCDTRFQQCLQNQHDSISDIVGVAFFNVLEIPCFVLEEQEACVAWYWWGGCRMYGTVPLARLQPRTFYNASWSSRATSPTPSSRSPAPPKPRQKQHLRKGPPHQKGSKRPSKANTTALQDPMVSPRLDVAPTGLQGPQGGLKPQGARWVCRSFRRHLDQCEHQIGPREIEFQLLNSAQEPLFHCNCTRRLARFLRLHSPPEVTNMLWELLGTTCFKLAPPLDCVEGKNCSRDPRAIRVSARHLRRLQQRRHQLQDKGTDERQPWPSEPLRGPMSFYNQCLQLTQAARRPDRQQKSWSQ
NPR1 activator: GC-A (human) enzyme activation; HEK293 GC-A cells, cGMP TR-FRET, EC30 ANP; 0% at EC30 ANP, 100% saturating ANP; activation, % at 10 µM; 0.14% of 370,000 active; AID 1671463; in the data active = activation above about 40%
DAX1 inh-2: inhibitors of human orphan nuclear receptor DAX1 (NR0B1). P51843. HEK293 Gal4-DAX1 luciferase reporter, luminescence. inhibition, % at 6.75 µM. 0.99% of 340,000 active. AID 504766;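 active = inhibition above the mean over all tested compounds plus 3 SD, cut at about 4.2% in these data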;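 also: 0% = DAX1-transfected cells with DMSO and 100% = empty-vector control cells with DMSO; inhibition shows as a rise in luminescence from relieved DAX1 repression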
Target sequence (P51843 207-470 limits assumed): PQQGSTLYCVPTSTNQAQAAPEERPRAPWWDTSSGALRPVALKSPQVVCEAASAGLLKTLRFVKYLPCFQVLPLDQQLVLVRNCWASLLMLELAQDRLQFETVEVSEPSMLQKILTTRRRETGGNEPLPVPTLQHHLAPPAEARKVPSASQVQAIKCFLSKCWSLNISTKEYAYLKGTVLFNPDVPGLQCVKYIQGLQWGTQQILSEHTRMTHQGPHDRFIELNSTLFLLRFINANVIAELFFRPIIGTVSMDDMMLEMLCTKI
SMARCA2 act: increases SMARCA2 function in MMTV reporter cells. MG213 cells, MMTV-luciferase reporter, dexamethasone, overnight. activation, % at 9.1 µM. 1% of 370,000 active. AID 652017; in the data active = activation above about 7.8%;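 also: 0% = vehicle wells and 100% = reference activator wells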
An asterisk follows results filed as active; . = no result given.

SMILES | proKLK7 act | DAX1 inh-1 | hgDAF12 agonist | ssDAF12 agonist | NPR2 activator | hcDAF12 agonist | FXN GAA850 act | sPLA2-III inh | NPR1 activator | DAX1 inh-2 | SMARCA2 act
CCC1CCCCN1CCCNC(=O)C1CCCN(S(=O)(=O)N2CC(C)CC(C)C2)C1 (stereo not given) | 1.4 | 0.2 | 1.9 | -1.2 | 6 | -1.6 | 2.6 | -9 | 7 | 0.8 | -2
CC(=O)c1cccc(NC(=O)c2cnn(-c3ccccc3)c2C)c1 | 0.3 | 0.5 | 2.6 | -0.9 | -2 | -0.7 | 2.5 | 0 | 1 | 1.5 | 2
CCOc1ccc(N2CC(O)(c3cccs3)[N+]3=C2CCCC3)cc1 (stereo not given) | 0.3 | -0.6 | 0.7 | -1.5 | -2 | -1.2 | -1.4 | -5 | -1 | -0.3 | 5
COc1cc(OC)cc(C(=O)N[C@H](C(=O)NNC(=O)c2ccc(Br)cc2)C(C)C)c1 | -0.1 | -0.7 | -3.5 | -1.1 | 0 | -1.7 | 0.2 | 4 | -2 | -0.9 | -3
Cc1nn(C)c(C(=O)Nc2cccc(Nc3ccccc3)c2)c1[N+](=O)[O-] | 0.4 | -2.2 | -0.1 | -1.6 | -5 | -1.7 | 0.0 | -15 | -1 | -0.3 | 4
CC1(c2nnc(-c3cccc(Cl)c3)o2)CC(c2c(Cl)cccc2Cl)=NO1 (stereo not given) | 0.8 | -0.3 | -3.6 | -1.4 | -2 | -1.3 | -0.2 | -5 | -2 | 0.0 | 1
COc1ccccc1C(=O)NNC(=O)c1ccc(Br)cc1 | 0.6 | 0.7 | 7.3 | -0.8 | -1 | 3.1 | -0.5 | -1 | -3 | 0.1 | -3
O=CNCc1nc2ccccc2n1CCc1ccccc1 | 0.1 | -0.1 | 2.1 | -1.1 | 0 | 0.8 | 1.3 | 0 | -5 | 0.8 | 2
CC(=O)Nc1cncc(-c2ccccc2F)n1 | 0.1 | -0.9 | -1.6 | -1.2 | 4 | -1.2 | -0.1 | -5 | 0 | . | 0
Cc1c(NC(=O)CN2C(=O)NC(C)(c3ccc4c(c3)OCCO4)C2=O)c(=O)n(-c2ccccc2)n1C (stereo not given) | -0.3 | 0.1 | -0.1 | -1.5 | 4 | 2.6 | 0.3 | -1 | 1 | 0.3 | -1
CC(=O)N1c2c(cc(Br)cc2S(=O)(=O)NCc2ccccc2)CC1C (stereo not given) | -0.9 | 0.0 | 1.6 | -1.0 | 7 | 2.5 | -1.8 | -6 | -1 | -1.3 | 2
COc1cc(C(O)c2nc(-c3cccc(NC(C)=O)c3)cs2)ccc1F (stereo not given) | 0.7 | -0.5 | -1.7 | -1.9 | -6 | -3.1 | 0.2 | -15 | -1 | . | -2
COCCCNC(=O)/C=C/c1c(Cl)cccc1Cl | -0.3 | -0.1 | 4.5 | -1.1 | 0 | -1.4 | 0.5 | 1 | 4 | -0.3 | 0
Cc1nn(-c2ccccc2)c(N)c1-c1ccccc1 | 0.1 | 1.3 | 8.9 | 1.0* | 0 | 5.4 | 5.5 | 3 | -1 | -0.6 | 11*
O=C(OCC(=O)N1CCCc2ccccc21)c1cccnc1Cl | -0.6 | -0.2 | 10 | -0.5 | 1 | -1.0 | 1.6 | -1 | 2 | -0.6 | 1
O=C(c1ccccc1)N1CC[C@H]2[C@H](CCCN2Cc2ccccc2)C1 | -0.1 | 0.4 | -0.2 | -1.6 | -4 | 1.4 | . | 1 | 0 | . | 3
Cc1cc(C(=O)NNC(=O)CCCCC(=O)NNC(=O)c2cc(C)[nH]n2)n[nH]1 | 0.0 | -0.3 | 2.0 | -1.7 | 3 | 2.2 | -0.7 | 6 | 1 | -0.8 | -2
NC(=O)CC(NC(=O)Cc1cccc2ccccc12)c1ccc(NC2CC3CCC2C3)c([N+](=O)[O-])c1 (stereo not given) | 0.4 | -0.1 | 3.2 | -1.4 | -2 | -1.5 | -1.5 | -20 | 2 | 1.8 | 0
Cc1ccc(-c2cc(C(F)F)n3ncc(C(=O)N4CCc5ccccc54)c3n2)cc1 | -0.6 | -0.7 | -2.1 | -0.4 | -2 | 4.2 | 1.7 | -5 | -9 | -1.2 | -4
CC(C)(COC(=O)Nc1ccccc1)COC(=O)Nc1ccccc1 | -0.1 | -0.6 | -0.4 | -0.8 | 0 | -1.2 | 3.6 | -11 | 2 | 0.2 | -2
COc1ccc(C(=O)OCC(=O)NCc2ccc3c(c2)OCO3)cc1S(=O)(=O)N1CCOCC1 | -0.1 | 0.0 | -1.9 | -0.9 | -3 | 0.1 | -0.5 | -2 | 0 | -0.4 | -1
Cn1c(=O)c2c(nc(NCCCN3CCOCC3)n2Cc2ccc(Cl)c(Cl)c2)n(C)c1=O | 0.9 | -0.1 | -2.6 | -0.9 | . | -1.2 | . | -4 | . | . | -1
Cc1ccc(S(=O)(=O)N2CCN(C(=O)COC(=O)c3cccc(Cl)c3)CC2)c(C)c1 | 0.1 | 1.7 | 1.7 | -1.2 | 2 | 0.2 | -0.7 | -15 | -6 | 0.5 | -1
Cc1cccc(Cn2c(O)c(N=NC(=S)Nc3ccccc3F)c3ccccc32)c1 | -0.2 | 0.1 | 1.0 | -1.5 | 2 | -1.1 | 0.2 | 2 | 3 | 1.3 | -3
Cc1ccc(C(=O)NN2C(=O)C3C4C=CC(C4)[C@@H]3C2=O)cc1 (stereo not given in full) | 0.2 | -0.2 | 0.8 | -1.2 | -2 | -0.5 | -0.4 | 11 | -3 | 1.7 | -6
COc1ccc(-c2nc(-c3ccccc3)nc(Cl)c2C#N)cc1 | -1.1 | 0.3 | -0.3 | -1.3 | -1 | -1.0 | 3.4 | -6 | 12 | 0.4 | 1
Cc1cc(NS(=O)(=O)c2ccc(NC(=O)c3ccoc3C)cc2)nc(C)n1 | -0.7 | 1.0 | 0.4 | -0.9 | -5 | 0.1 | 1.8 | -5 | -5 | 0.5 | 0
CCC(C)[C@H](NC(=O)NCc1ccccc1Cl)C(=O)O (stereo not given in full) | 0.7 | -0.2 | -1.7 | -1.4 | -7 | -0.2 | 1.8 | 0 | 1 | 0.0 | -3
O=C(CCC(=O)OCCCC(F)(F)C(F)(F)F)Nc1ccccc1 | -0.7 | 0.4 | -0.9 | -1.4 | -2 | 0.3 | -0.4 | -4 | 3 | 0.2 | -2
Cc1c(C(=O)OCC(=O)Nc2c(C)n(C)n(-c3ccccc3)c2=O)cccc1[N+](=O)[O-] | 0.5 | -0.5 | -4.9 | -1.3 | 0 | -1.5 | -0.4 | -1 | -1 | 1.8 | -2
COc1cccc(N/C(SCc2ccccc2Cl)=C(/C#N)C(=O)NCc2cccs2)c1 | -1.4 | -0.7 | 2.8 | -2.0 | 0 | -3.6 | 2.5 | -22 | -3 | 0.7 | -4
Oc1ccc(Cl)cc1Cc1cc(Cl)ccc1O | -0.5 | -1.4 | -0.9 | -1.4 | -4 | -3.4 | 0.1 | -68 | 4 | -1.1 | -10
CC(=O)OC1COC(N2CCc3cc(Br)c([N+](=O)[O-])cc32)C(OC(C)=O)C1OC(C)=O (stereo not given) | 0.2 | -0.1 | -1.6 | -1.3 | -4 | 0.1 | 0.2 | 1 | 0 | -0.6 | 3
CC(O)CSc1nc2c(c(=O)n(C)c(=O)n2C)n1CCCc1ccccc1 (stereo not given) | 0.7 | -2.3 | -0.5 | -0.5 | -5 | -0.2 | 2.8 | 11 | 8 | 0.0 | -1
CCOC(=O)c1ccc(N2C(=O)CC(N3CCN(Cc4ccccc4)CC3)C2=O)cc1 (stereo not given) | -0.6 | 1.5 | 0.3 | -1.4 | 6 | -2.0 | 1.4 | -6 | 2 | -1.2 | -4
O=C(NCCCN1CCC(Cc2ccccc2)CC1)C1CCC(=O)N1C1CCCC1 (stereo not given) | -0.3 | 0.9 | 0.8 | -0.5 | 11 | -0.9 | -1.9 | -5 | -2 | -0.2 | -2
CCOc1ccccc1NC(=O)Cc1c(F)cccc1Cl | 0.1 | 0.4 | 3.0 | -0.2 | -4 | 0.1 | 0.7 | 0 | -2 | 1.9 | -2
Cn1c(C(=O)O)cc2cc(F)ccc21 | 0.0 | 0.9 | -0.9 | 0.7 | 0 | 4.1 | -2.2 | -1 | -3 | 0.5 | -2
COCC(=O)N1CCCC(C(=O)c2ccc(C(F)(F)F)cc2)C1 (stereo not given) | -0.6 | 0.1 | -2.3 | -1.4 | 4 | -0.8 | 2.5 | 9 | 2 | -1.1 | -2
COc1ccc(C(=O)Nc2cccc(NC(C)=O)c2)cc1OC | 0.2 | 0.5 | 0.3 | -1.5 | 4 | 1.3 | 2.8 | 3 | 5 | 1.1 | 5

An excerpt from above in order of molecular weight, rising.
SMILES | proKLK7 act | DAX1 inh-1 | hgDAF12 agonist | ssDAF12 agonist | NPR2 activator | hcDAF12 agonist | FXN GAA850 act | sPLA2-III inh | NPR1 activator | DAX1 inh-2 | SMARCA2 act
Cn1c(C(=O)O)cc2cc(F)ccc21 | 0.0 | 0.9 | -0.9 | 0.7 | 0 | 4.1 | -2.2 | -1 | -3 | 0.5 | -2
CCOC(=O)c1ccc(N2C(=O)CC(N3CCN(Cc4ccccc4)CC3)C2=O)cc1 (stereo not given) | -0.6 | 1.5 | 0.3 | -1.4 | 6 | -2.0 | 1.4 | -6 | 2 | -1.2 | -4
COc1cccc(N/C(SCc2ccccc2Cl)=C(/C#N)C(=O)NCc2cccs2)c1 | -1.4 | -0.7 | 2.8 | -2.0 | 0 | -3.6 | 2.5 | -22 | -3 | 0.7 | -4

The list continues:
SMILES | proKLK7 act | DAX1 inh-1 | hgDAF12 agonist | ssDAF12 agonist | NPR2 activator | hcDAF12 agonist | FXN GAA850 act | sPLA2-III inh | NPR1 activator | DAX1 inh-2 | SMARCA2 act
COc1ccc(C(CNC(=O)c2cccc(S(=O)(=O)Nc3ccc(C)cc3)c2)N2CCCCC2)cc1 (stereo not given) | -0.1 | 1.0 | -1.9 | -1.2 | -5 | -0.6 | -2.4 | -37 | -11 | -1.1 | -4
Cc1ccc(NC(=O)c2cc(-c3ccccc3O)n[nH]2)cc1C | 0.0 | 0.2 | 3.8 | -0.8 | 1 | 1.9 | 1.1 | 0 | 3 | 0.6 | 1
COc1cccc(C(=O)NCCNc2nc3cc(C)cc(C)c3cc2C#N)c1 | -2.0 | -0.2 | -0.5 | -0.7 | -2 | -0.2 | . | -4 | -4 | . | -3
CCOc1cc(CNCCO)cc(Br)c1OCc1ccccc1 | 0.2 | -1.4 | -4.1 | -1.5 | -10 | -0.9 | -4.0 | -8 | -8 | -0.9 | -6
CCOC(=O)C1CCN(CCC(=O)Nc2cccc(Cl)c2C)CC1 | -0.4 | 0.1 | -2.9 | -1.2 | -3 | -1.5 | 2.4 | 1 | 2 | 1.1 | -2

One compound at a time (already shown). Values in the order: proKLK7 act, DAX1 inh-1, hgDAF12 agonist, ssDAF12 agonist, NPR2 activator, hcDAF12 agonist, FXN GAA850 act, sPLA2-III inh, NPR1 activator, DAX1 inh-2, SMARCA2 act
COc1cccc(C(=O)NCCNc2nc3cc(C)cc(C)c3cc2C#N)c1 reads -2.0, -0.2, -0.5, -0.7, -2, -0.2, ., -4, -4, ., -3
CCOC(=O)C1CCN(CCC(=O)Nc2cccc(Cl)c2C)CC1 reads -0.4, 0.1, -2.9, -1.2, -3, -1.5, 2.4, 1, 2, 1.1, -2

Rows are unselected; about 6.7% have a hit in one of these screens.
